proKLK7 act: proKLK7 zymogen activators, primary screen, biochemical, fluorescence intensity. Kallikrein-7 (Homo sapiens), P49862. purified proKLK7, EDANS-DABCYL substrate fluorescence; 100% is mature enzyme control, 0% vehicle. activation, % at 7 µM. 370,000 tested, 0.9% active;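 active means activation above the mean of all tested compounds plus 3 SD, computed per campaign excluding outliers beyond control limits, cut at about 13% in these data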
ssDAF-12 act: S. stercoralis DAF-12 nuclear receptor activators, primary screen, cell-based, luminescence, HEK293, GRIP1 co-expression, lit1-tk-luc; HEK293 ssDAF-12/GRIP1 lit1-tk-luc reporter; % of 3 µM dafachronic acid response; 370,000 tested, 1% active; activation, % at 6.8 µM; AID 652126, 2013;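 active means activation above the mean over all tested compounds plus 3 SD, cut at about 0.9% in these data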;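 further: 0% = DMSO-only wells and 100% = 3 µM delta7-dafachronic acid wells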
NPR2 activator: human GC-B receptor activators, primary screen, HEK293 GC-B cells, cGMP TR-FRET, EC30 CNP | 0% at EC30 CNP, 100% saturating CNP | activation, % at 10 µM | 370,000 tested, 0.11% active;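 active means activation at 10 µM reaching about 35% in either raw or pattern-adjusted values, limit read from the data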
Target sequence (P20594 whole entry, looked up): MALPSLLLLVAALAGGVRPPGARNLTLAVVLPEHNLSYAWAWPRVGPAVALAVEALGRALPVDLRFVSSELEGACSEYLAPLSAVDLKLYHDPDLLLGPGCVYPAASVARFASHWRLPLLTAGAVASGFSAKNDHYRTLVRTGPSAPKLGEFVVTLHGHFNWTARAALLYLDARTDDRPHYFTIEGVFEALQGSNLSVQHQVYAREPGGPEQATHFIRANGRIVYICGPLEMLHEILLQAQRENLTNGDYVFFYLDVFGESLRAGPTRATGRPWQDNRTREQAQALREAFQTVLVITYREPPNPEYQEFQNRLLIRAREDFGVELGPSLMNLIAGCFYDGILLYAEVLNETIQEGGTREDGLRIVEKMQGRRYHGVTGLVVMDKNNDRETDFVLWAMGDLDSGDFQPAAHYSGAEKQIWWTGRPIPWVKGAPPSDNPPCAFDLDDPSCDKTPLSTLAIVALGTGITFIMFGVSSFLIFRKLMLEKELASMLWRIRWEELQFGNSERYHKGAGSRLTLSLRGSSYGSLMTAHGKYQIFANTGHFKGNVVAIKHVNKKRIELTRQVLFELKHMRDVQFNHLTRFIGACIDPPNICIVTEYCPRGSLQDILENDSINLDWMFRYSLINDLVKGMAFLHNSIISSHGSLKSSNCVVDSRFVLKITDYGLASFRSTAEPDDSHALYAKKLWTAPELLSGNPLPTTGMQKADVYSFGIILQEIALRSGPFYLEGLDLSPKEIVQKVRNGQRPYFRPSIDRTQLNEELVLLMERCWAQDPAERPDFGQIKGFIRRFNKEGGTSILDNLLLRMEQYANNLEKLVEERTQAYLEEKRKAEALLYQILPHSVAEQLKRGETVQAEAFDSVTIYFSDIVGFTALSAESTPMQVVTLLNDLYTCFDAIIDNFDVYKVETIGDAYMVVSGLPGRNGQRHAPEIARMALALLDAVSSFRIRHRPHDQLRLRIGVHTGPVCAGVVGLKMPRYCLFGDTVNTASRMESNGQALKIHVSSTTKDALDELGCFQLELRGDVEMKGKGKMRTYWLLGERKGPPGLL
NPR1 activator: GC-A stimulated cGMP production enhancers – HEK293 GC-A cells, cGMP TR-FRET, EC30 ANP, primary screen | Atrial natriuretic peptide receptor 1 (Homo sapiens), P16066 | 0% at EC30 ANP, 100% saturating ANP | activation, % at 10 µM | 370,000 tested, 0.14% active; in the data active means activation above about 40%
FXN GAA850 act: FXN promoter activators, primary screen, cell-based, luciferase luminescence, HEK293 lucGAA850; activation, % at 6 µM; HEK293 lucGAA850 FXN promoter luciferase reporter, 24 h; percent of 10 µM SAHA response; 360,000 tested, 0.56% active;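 active means activation above the average of all compounds screened plus 3 SD, cutoff fixed separately per campaign, cut at about 7.5% in these data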;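 further: 0% = DMSO wells and 100% = 10 µM SAHA wells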
DAX1 inh-1: DAX1 (NR0B1) inhibitors on StAR promoter, primary screen, cell-based, luminescence, SF-1 (NR5A1), full-length DAX-1. HEK293T StAR-luciferase reporter, SF-1/DAX-1 repression relief. AID 652010, 2013. inhibition, % at 6.8 µM. 370,000 tested, 1.1% active;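 active means inhibition above the mean over all tested compounds plus 3 SD, cut at about 3.6% in these data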;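 further: 0% = DAX-1 cells with DMSO and 100% = cells lacking DAX-1 with DMSO; higher inhibition means more luminescence from relief of DAX-1 repression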
SMARCA2 act: SMARCA2 (BRM) function activators, primary screen, cell-based, luminescence, high throughput; MG213 cells, MMTV-luciferase reporter, dexamethasone, overnight; activation, % at 9.1 µM; 370,000 tested, 1% active; AID 652017, 2013; in the data active means activation above about 7.8%;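 further: 0% = vehicle wells and 100% = reference activator wells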
DAX1 inh-2: DAX1 (NR0B1) inhibitors, primary screen, cell-based, HEK293, Gal4-DAX1, luciferase luminescence. inhibition, % at 6.75 µM. HEK293 Gal4-DAX1 luciferase reporter. Nuclear receptor subfamily 0 group B member 1 (Homo sapiens), P51843. 340,000 tested, 0.99% active. AID 504766, 2011;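 active means inhibition above the mean over all tested compounds plus 3 SD, cut at about 4.2% in these data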;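 further: 0% = DAX1-transfected cells with DMSO and 100% = empty-vector control cells with DMSO; inhibition shows as a rise in luminescence from relieved DAX1 repression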
hgDAF12 agonist: H. glycines DAF-12 receptor agonists, primary screen, cell-based, luminescence, HEK293, GAL4 fusion, UAS-luciferase. HEK293 GAL4-hgDAF12 UAS-luciferase reporter, agonist luminescence; normalized to butyrate control. activation, % at 6.8 µM. 370,000 tested, 1.8% active. AID 687014, 2013;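 active means activation above a cutoff set at the mean of all screened compounds plus 3 SD, cut at about 10% in these data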;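 further: 0% = DMSO wells and 100% = sodium butyrate wells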
hcDAF-12 act: H. contortus DAF-12 nuclear receptor activators, primary screen, cell-based, luminescence, HEK293, lit1-tk-luc reporter. HEK293 hcDAF-12 lit1-tk-luc reporter; 0% DMSO, 100% Δ7-dafachronic acid. activation, % at 6.8 µM. 370,000 tested, 1.4% active. AID 652067, 2013;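 active means activation above the mean of all tested compounds plus 3 SD, cut at about 5.5% in these data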;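 further: 100% = response to 3 µM Δ7-dafachronic acid high control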
sPLA2-III inh: human group III sPLA2 inhibitors, primary screen, biochemical, QFRET, BODIPY PC-A2 liposome substrate. QFRET BODIPY PC-A2 liposome hydrolysis, fluorescence. inhibition, % at 12.2 µM. 370,000 tested, 0.56% active. AID 743126, 2013;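 active means inhibition above mean plus 3 SD of compounds lying within the high and low control bounds, cut at about 19% in these data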;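 further: 0% = median of test compound wells and 100% = no enzyme DMSO wells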
* marks the source's active call; other numbers are inactive results; . = no result given. Not all compounds are listed; rates above refer to the full screens.

SMILES	proKLK7 act	ssDAF-12 act	NPR2 activator	NPR1 activator	FXN GAA850 act	DAX1 inh-1	SMARCA2 act	DAX1 inh-2	hgDAF12 agonist	hcDAF-12 act	sPLA2-III inh
COP(=O)(OC)C(NC(C)=O)C(Cl)(Cl)Cl (configuration not stated)	0.2	-0.9	7.3	-1.6	1.7	0.5	-1.9	1.8	3.9	0.9	5.8
Cc1ccc(NC(=S)NCCc2cnc[nH]2)cc1C	-0.1	-0.8	-1.4	-2.9	0.3	0.2	0.5	0.6	2.5	-1.4	-1.2
Cc1ccc2ccccc2c1NC(=O)CNC1CCCCC1	0.1	-1.4	-2.5	-2.2	-1.7	-0.7	-2.3	0.9	1.4	-0.9	1.3
CC(=O)N1CCN(c2ccc([N+](=O)[O-])cc2C=C2C(=O)NC(=O)NC2=O)CC1	-0.1	-1.1	4.5	3.5	0.9	-0.1	-0.2	-1.2	-2.1	1.1	0.1
COc1ccccc1N1CCN(Cc2ccc(Br)s2)CC1	0.1	0.8	-1.9	-2.4	-2.2	-0.6	0.8	6.5*	1.0	-1.3	11.3
COC(=O)C1=Nc2ccccc2/C1=C\c1c(O)n(-c2cc(OC)ccc2OC)c(=O)[nH]c1=O	2.2	-0.7	-10.8	1.8	2.6	0.2	-2.5	-0.2	3.2	5.8*	-9.3
CCCCOC(=O)c1ccc(NC(=O)c2c(O)[nH]c(=O)[nH]c2=O)cc1	0.3	-1.4	2.5	-0.1	1.2	0.6	1.9	-0.4	0.0	-1.1	1.2
NC1=NC(c2cccnc2)n2c(nc3ccccc32)N1 (configuration not stated)	0.2	-1.0	6.8	3.6	.	0.5	-3.8	.	-0.7	0.6	18.7
CCc1ccc(-n2c(O)c(/C=N/N3CCCCC3c3cccnc3)c(=O)[nH]c2=O)cc1 (configuration not stated)	-0.3	-1.3	-1.2	-0.4	-1.9	-0.1	-2.7	1.0	1.3	-0.1	5.5
O=C(N/N=C/c1c(O)n(C2CC2)c(=S)[nH]c1=O)c1ccccc1	-1.8	-0.5	1.4	4.4	3.3	1.1	5.2	0.8	11.8*	-1.9	7.6
CN(C)C(=O)Oc1ccc2nnc3ccnn3c2c1	3.6	-0.9	0.5	8.9	0.7	0.6	-1.4	0.3	0.1	-0.1	2.5
COC(=O)C1=C(c2ccc(OC(F)(F)F)cc2)C[C@@H]2CC[C@H]1N2C(=O)NCc1ccco1	-0.2	-0.1	-3.2	-1.8	.	-1.4	-2.7	.	0.2	-1.3	1.1
CC(N)C(=O)NC1C2C(=C(O)CC(O)C2O)C(=O)OC1(C)C(Cl)Cl (configuration not stated)	-0.2	-2.6	7.3	-2.2	-14.0	-6.2	-8.0	-6.3	-15.5	-5.3	-9.7
Nc1ccc([N+](=O)[O-])cc1	-0.1	0.0	-10.2	1.8	1.3	0.6	1.7	-0.2	-1.7	0.5	2.6
COc1cc2c(cc1/C=C/[N+](=O)[O-])OCO2	1.2	-1.9	0.3	8.8	-2.2	-1.4	4.8	-1.3	-3.8	-0.6	3.2
CN1CCN(c2ccc(N)c(N3CCN(C)CC3)c2)CC1	3.8	-1.1	-3.3	-8.3	1.0	-1.0	1.5	2.2	1.7	0.1	8.1
Cc1cc(OCC(=O)NC2CCS(=O)(=O)C2)c2c3c(c(=O)oc2c1)CCC3 (configuration not stated)	2.3	-1.3	-6.7	-6.4	0.4	-0.5	2.3	-1.1	1.8	-1.6	-0.4
CC[n+]1c(/C=C/N(C)c2ccccc2)sc2ccc(Cl)cc21	0.3	-2.5	4.4	5.4	-0.6	-2.7	-6.2	-3.1	-7.5	-3.2	5.6
CC(C)CC(NC(=O)CCCNC(=O)CCC(=O)OC1O[C@H]2OC3(C)CC[C@H]4[C@H](C)CCC(C1C)C24OO3)C(=O)O (some centres not stated)	-0.2	-1.3	3.1	1.8	-6.5	-1.6	0.0	-0.7	-10.2	-2.2	-0.7
COc1ccc(OCC(=O)N2CCN(C(C)C)CC2)cc1	1.1	-0.8	4.6	-0.2	0.2	-0.4	0.3	1.2	-2.8	-1.2	0.8
CCN1CCN(C(=O)COc2ccc(S(=O)(=O)N(C)Cc3ccccc3)cc2)CC1	0.1	-1.5	7.1	0.6	0.8	0.3	-1.6	0.6	-0.7	-1.3	3.8
Cc1ccc(-c2nn(Cc3ccccc3)cc2C=O)cc1	0.7	-0.4	1.3	2.5	5.6	3.3	0.9	1.7	7.8	9.4*	-9.7
O=c1[nH]c(O)c(C=NC2CCN(Cc3ccccc3)CC2)c(=O)[nH]1	0.0	-1.2	1.7	-6.5	0.9	-0.6	0.4	-0.8	-1.1	0.9	1.4
CCN(CC)C(=O)c1ccc(NC(=O)c2cc(S(=O)(=O)N3CCCCCC3)ccc2OC)cc1	-0.9	-1.5	2.8	2.0	-0.1	-1.9	2.2	-0.5	-2.7	-0.8	-4.9
COc1ccc(-n2c(SC)nc3ccccc3c2=O)cc1	0.1	-1.5	4.2	-1.2	-2.3	-0.5	-2.1	0.2	-1.1	-1.8	7.4
Cc1cccc2c(CCN)c[nH]c12	0.1	0.8	1.5	0.5	-1.6	0.4	2.1	0.3	3.5	3.3	4.7
CC12CCC3C(CC=C4CC(O)CCC43C)C1C/C(=C\c1cccc(F)c1)C2=O (configuration not stated)	-0.4	-1.3	-7.4	-7.6	3.2	-0.6	-4.6	-0.9	-0.1	-2.5	2.9
CCC1(CC)COP(=O)(OCC(Cl)CCl)OC1 (configuration not stated)	-0.5	-0.8	6.1	-1.9	-0.1	-0.6	4.8	1.3	-0.1	-1.2	-0.9
CCOP(=S)(OCC)N1CC1	0.1	-1.4	1.3	1.9	0.8	0.4	0.7	3.1	3.4	1.6	0.9
N#Cc1ccc(CN2Cc3ccccc3-n3nncc3C2)cc1	0.0	-0.3	-1.0	-4.2	0.3	-0.3	-5.3	1.7	-2.0	-1.2	8.3
COc1cc(CC(=O)N2C[C@H]3C[C@@H](C2)c2cccc(=O)n2C3)cc(OC)c1OC	0.1	-0.9	-3.6	1.9	0.1	0.9	-2.7	1.2	0.3	-1.0	10.9
COc1ccc(C[C@H]2NC[C@H](O)[C@H]2OC(C)=O)cc1	-0.2	-3.1	2.5	-0.1	-14.2	-7.8	-12.2	-5.8	-13.8	-5.0	13.4
COC(=O)C1=C(c2ccc(-c3ccccc3)c(F)c2)C[C@@H]2CC[C@H]1N2C(=O)NC1CCCCC1	0.0	-0.9	-2.6	-3.7	-4.1	-0.5	1.1	2.2	-1.0	-1.7	9.7
O=C(Nc1cc(Cl)cc(Cl)c1)N1Cc2ccccc2-n2nncc2C1	0.0	-1.0	-12.4	-11.7	0.3	-0.4	-3.2	-0.6	1.6	-0.7	7.0
CC1CC(C)CN(CC(=O)c2ccc(OC(F)F)cc2)C1 (configuration not stated)	-0.3	-0.6	0.8	-1.7	1.5	0.4	2.0	-1.0	1.3	-0.1	13.5
Cc1ccccc1CN1Cc2cnnn2-c2ccccc2C1C#N (configuration not stated)	-0.1	-2.0	-3.4	0.6	0.0	-4.5	9.2*	-2.8	-6.9	-2.5	0.9
COC(=O)CC(NC(=S)N1CC2C[C@@H](C1)Cn1c2cccc1=O)C(=O)OC (some centres not stated)	0.2	-1.1	0.3	-2.4	1.4	-0.1	0.1	0.3	-0.4	-1.2	-2.4
Cc1ccc(C(=O)C2CN3CCC2CC3)cc1 (configuration not stated)	0.1	-1.0	-9.1	0.1	-1.1	0.1	1.5	3.8	1.4	-1.6	0.5
CC1=NN(c2ccccc2)C(=O)C1/C=C1\C(=O)NC(=O)N(c2ccc(C)c(C)c2)C1=O (configuration not stated)	-2.9	-1.4	5.3	-2.1	0.3	0.1	-0.3	1.4	-1.3	2.8	7.1
O=P1(Oc2ccccc2)CC=C[C@H](COCc2ccccc2)O1 (some centres not stated)	0.3	-1.0	-0.3	-1.3	0.7	0.0	0.1	-0.3	2.5	0.0	4.3
O=C(NCC(c1cccnc1)N1CCN(c2ccc(F)cc2)CC1)Oc1ccccc1 (configuration not stated)	-0.6	-2.2	4.0	2.6	-0.3	-0.1	-1.0	-0.1	-2.2	0.1	-2.2
CCC(C)n1c(O)c(C=NCCN2CCOCC2)c(=O)[nH]c1=S (configuration not stated)	12.1	-0.8	11.5	2.6	2.3	0.0	-4.1	1.6	-0.8	0.3	0.7
O=c1[nH]c2ccccc2n1C1CCN(C(c2cccc3ccccc23)c2nnnn2Cc2ccccc2)CC1 (configuration not stated)	0.9	-2.0	-3.9	-10.5	.	-7.4	-7.3	.	-4.6	-3.5	-15.3
COCCCn1c(N)c(C(=O)Nc2sc3c(c2C(=O)OC)CCCC3)c2nc3ccccc3nc21	-1.1	-1.8	4.9	3.4	-3.8	-1.9	-2.0	0.3	-3.0	-0.3	9.1
O=C(c1ccc(C(F)(F)F)cc1)C1CCCN(C2CCSCC2)C1 (configuration not stated)	-0.4	-0.3	4.0	0.7	2.5	2.2	-4.2	0.2	0.8	0.5	7.0
O=[N+]([O-])c1cc(F)c(N2CCCC2)cc1Br	0.1	-1.6	3.5	-4.1	3.4	-0.3	-4.3	-0.2	-0.9	0.2	2.6
COc1ccccc1NC1(C#N)CCCCC1	0.1	-0.4	0.7	1.2	-0.3	0.4	-2.0	0.6	2.1	-0.1	4.2
COc1c(C)cc(C(=O)C2CCCN(Cc3cccc(C)n3)C2)cc1C (configuration not stated)	0.1	-1.0	-1.8	-2.6	-1.8	-0.2	-2.8	-0.8	-3.6	-1.6	0.8
CN(C)CC1CCCCC1=O (configuration not stated)	0.4	-1.1	2.2	3.1	-0.3	-0.4	-2.4	2.5	1.6	-0.7	-0.5
COc1ccc(-n2c(-c3ccccc3[N+](=O)[O-])nc3ccccc3c2=O)cc1	-0.4	-1.5	-3.8	-3.1	-1.2	-0.7	-2.4	-1.1	-3.0	-3.0	18.8
COCc1c(CN)cnc(C)c1N	0.2	-1.4	-3.0	-0.3	-0.7	-0.1	-3.8	0.9	0.9	-1.1	11.1
FCCN(CCF)c1cccc(Cl)c1	0.0	-0.9	3.3	4.1	.	-0.1	-1.9	.	-2.5	-1.8	-2.7
Cc1cccc(-n2c(O)c(/C=C3/C(c4ccccc4)=Nc4ccccc43)c(=O)[nH]c2=O)c1	-0.3	0.1	-0.3	-0.4	5.0	-1.9	1.6	-1.8	5.2	0.3	-2.1
O=C(O)C1C2CC3CC(C2)CC1(n1ncc(N2CCC4(CC2)OCCO4)c(Cl)c1=O)C3 (configuration not stated)	-0.1	-0.1	1.4	0.4	-1.8	0.0	-2.4	-0.2	2.0	-0.8	-1.8
